Kir21 inh = inhibitors of mouse Kir2.1 inward-rectifier potassium channel. 310,000 tested, 0.85% active. P35561. AID 1672. B-score at 10 µM. HEK293-Kir2.1, FluxOR thallium flux fluorescence; active compounds read low;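 active = fluorescence ratio B-score at or below minus 3 SD of library scores, with starting-brightness B-score within 2 SD, cut at about -4.2 in these data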;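 also: channel flux triggered by added potassium and thallium sulfate stimulus; B-score of peak minus minimum fluorescence over baseline after thallium stimulus; more negative B-score means stronger Kir2.1 block with less thallium influx; some compounds called inactive have numbers as strong as hits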
Target sequence (P35561 whole entry, looked up): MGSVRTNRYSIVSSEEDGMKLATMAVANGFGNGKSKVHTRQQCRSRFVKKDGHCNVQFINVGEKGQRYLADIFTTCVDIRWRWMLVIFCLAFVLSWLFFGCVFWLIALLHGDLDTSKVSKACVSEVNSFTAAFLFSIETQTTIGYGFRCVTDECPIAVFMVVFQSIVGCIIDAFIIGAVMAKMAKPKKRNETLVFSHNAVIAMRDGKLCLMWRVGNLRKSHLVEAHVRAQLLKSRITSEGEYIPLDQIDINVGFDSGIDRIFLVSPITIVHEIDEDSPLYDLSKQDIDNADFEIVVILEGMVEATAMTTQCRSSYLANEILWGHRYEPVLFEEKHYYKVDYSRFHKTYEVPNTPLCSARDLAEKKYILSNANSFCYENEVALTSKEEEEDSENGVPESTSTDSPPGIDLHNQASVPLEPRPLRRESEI
KCNQ2 block = KCNQ2 potassium channel inhibitors, primary screen, cell-based, CHO-K1, FluxOR thallium flux, B-score (AID 2156). O88943. 20 min; active compounds read low. B-score at 10 µM. 310,000 tested, 1.1% active;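 active = fluorescence ratio B-score at most minus 3 library SDs, with starting brightness B-score within 2 library SDs, cut at about -5.5 in these data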
Numbers without * were called inactive; i = inactive. Hits appear at their usual frequency. Share with any hit: about 1.9%.

Order of values: Kir21 inh | KCNQ2 block
> CN(CCCC1CCCC1)C(=O)c1cc(COc2ccc(F)cc2F)on1
    -1.64 | i
> COc1ccc(S(=O)(=O)N2CCN(c3nc(C)cc(C)n3)CC2)cc1
    1.45 | i
> Cc1ccc(C(=O)NCC(=O)OCC(=O)Nc2ncc(C(F)(F)F)cc2Cl)cc1
    -1.13 | i
> CCOC(=O)C(Sc1n[nH]c(N)n1)c1ccccc1 (stereo unspecified)
    0.43 | i
> Nc1ccc(N2CCN(CCCCN3C(=O)C4CCCN4C3=O)CC2)cc1 (stereo unspecified)
    0.16 | i
> O=C(O)c1ccccc1NCN1C(=O)C2CC=C(Cl)CC2C1=O (stereo unspecified)
    -0.81 | i
> Cc1cc(C)n(-c2cc(Cl)ccc2[N+](=O)[O-])n1
    -0.1 | i
> CCCCCCOc1ccc(OC(=O)c2ccncc2)cc1
    -0.01 | i
> Cc1c(C(=O)Nc2ccc3oc(-c4cccnc4)nc3c2)oc2ccccc12
    -2.61 | i
> O=c1[nH][nH]c(-c2ccccc2)c1C=Nc1ccc(F)cc1F
    0.54 | i
> Cc1ccc(N=Cc2c(O)c3ccccc3n(C)c2=O)cc1
    0.45 | i
> O=C(CC1CCS(=O)(=O)C1)Nc1ccc[nH]c1=O (stereo unspecified)
    0.02 | i
> CCOC(=O)C1(CCOc2ccccc2)CCN(Cc2cccs2)CC1
    -5.04* | i
> O=c1[nH]nc(-c2ccc(F)cc2)cc1Cc1ccccn1
    0.13 | i
> COc1ccc(NC(C)=O)cc1S(=O)(=O)N1CCc2ccccc21
    0.75 | i
> CCCCOCCCNC(=O)c1ccc(OC)cc1
    0.09 | i
> CC(=O)NS(=O)(=O)c1ccc(NC(=O)/C=C/c2ccco2)cc1
    -0.38 | i
> Cc1noc(NS(=O)(=O)c2ccc(NC(=O)c3ccc(N4C(=O)c5ccccc5C4=O)cc3)cc2)c1C
    -0.44 | i
> O=C(NC1CCCCCC1)C(=S)N1CCCC1
    1.61 | i
> O=C(NC1CCCCC1)c1ccc(-c2cccc([N+](=O)[O-])c2)o1
    1.06 | i
> CCC(C)NC(=O)CS(=O)Cc1nc(-c2cccc(C)c2)oc1C (stereo unspecified)
    0.06 | i
> Oc1ccccc1/C=N/Nc1cccc2cccnc12
    -1.12 | i
> CCN(CC(=O)Nc1ccc(NC(C)=O)cc1)C(=O)c1n[nH]c(=O)c2ccccc12
    -1.07 | i
> CCc1cc(C(c2ccc(OC)c(OC)c2)N2CCOCC2)c(NC(=O)c2ccccc2)s1 (stereo unspecified)
    -0.9 | i
> CN(CCC#N)C(=O)COC(=O)c1cccnc1Nc1ccccc1F
    -2.38 | i
> CC1(C(=O)NCc2ccccn2)C=CCN1C(=O)c1ccccc1 (stereo unspecified)
    1.99 | i
> Cc1ccc2c(n1)sc1c(-c3ccccc3)c(C#N)c(N)nc12
    -0.83 | i
> Cc1ccsc1C(=O)NCC(=O)OCc1ccccc1
    -0.22 | i
> CCn1c(=O)cc(SCC(=O)Nc2ccc(C)cn2)c2ccccc21
    -1.4 | i
> CCN(c1ccccc1)S(=O)(=O)c1cccc(C(=O)NCC(c2cccs2)N2CCOCC2)c1 (stereo unspecified)
    0.97 | i
> CC(C)c1nn2c(=O)cc(O)nc2s1
    3.56 | i
> Cc1cc(C)nc(N2CCC(C(=O)NCc3ccco3)CC2)n1
    0.61 | i
> O=C(NCCCN1CCOCC1)C(=O)NCc1ccccc1
    -0.03 | i
> Nc1nnc(-c2ccccc2Cl)s1
    0.45 | i
> O=C1c2ccccc2C(=O)C1c1ccc(Cl)cc1
    1.4 | i
> c1ccc(CN2CCOCCOCCOCC2)cc1
    -0.98 | i
> O=C(CSCc1ccccc1)Nc1ccc(S(=O)(=O)Nc2ncccn2)cc1
    -0.56 | i
> C=CCn1c(C(C)NC(=O)COC)nc2ccccc21 (stereo unspecified)
    1.3 | i
> CCn1cc(C(=O)NCc2ccccc2OC)c(=O)c2cc(S(=O)(=O)N(C)C)ccc21
    1.1 | i
> Fc1ccc(OCc2nn3cnnc3s2)cc1
    0.44 | i
> Cc1cc(C)nc(N2N=C(c3ccccc3)CC2=O)n1
    1.4 | i
> O=C(Nc1ccc(NC(=O)c2ccccc2Br)cc1)c1ccccc1
    0.4 | i
> COc1ccc(C(=O)Nc2ccc3[nH]c(-c4cccc(OC)c4)cc(=O)c3c2)cc1
    -0.79 | i
> CN1C(=O)c2ccc(C(=O)NCc3ccc4c(c3)OCO4)cc2C1=O
    0.41 | i
> O=C(O)CN1C(=O)Nc2ccc(Br)cc2C1c1ccccc1 (stereo unspecified)
    -1.25 | i
> COc1ccc(Nc2c(C)cccc2C)cc1
    0.12 | i
> COc1ccc2c(c1)c(=O)oc1c(C)c(OC(C)C(=O)N[C@@H](Cc3c[nH]c4ccc(O)cc34)C(=O)O)ccc12 (stereo partly specified)
    -1.63 | i
> COc1cccc(-c2nn(-c3ccc(C)cc3)cc2C(=O)NCC(c2cccs2)N2CCOCC2)c1 (stereo unspecified)
    -2.49 | -6.92*
> COC(=O)COC(=O)c1ccc(O)cc1
    1.47 | i
> CC(/C=C/c1ccccc1)=N\NC(N)=S
    -1.14 | i
> CCOC(=O)c1cnc2sccn2c1=O
    -0.88 | i
> NNC(=S)Nc1c(F)cc(F)cc1Br
    -0.07 | i
> N#Cc1ncc(-c2ccc3c(c2)OCCOCCOCCOCCO3)nc1C#N
    0.01 | i
> COc1ccc(-c2nnc(NC(=O)c3ccc(S(=O)(=O)N4CCc5ccccc5C4)cc3)o2)cc1
    1.56 | i
> CCC(C)[C@H]1CNC(=O)C(=O)N1CCCc1cc(OC)c(OC)c(OC)c1 (stereo partly specified)
    -1.64 | i
> Cc1cc(S(=O)(=O)NCCCN2CCOCC2)ccc1F
    -1.37 | i
> CN(Cc1ccccc1)C(=O)Nc1ccccc1
    -0.25 | i
> C=Cc1ccc(COC(=O)c2cn(CC)c3nc(C)ccc3c2=O)cc1
    2.45 | i
> Cc1ccc(NC(=S)N(CCCN2CCOCC2)Cc2ccco2)cc1Cl
    -0.73 | i
> O=C1CC(C2CCCO2)C(=O)N1c1ccccc1 (stereo unspecified)
    0.01 | i

Five records drawn at random from the list so far, as already listed:
Order of values: Kir21 inh | KCNQ2 block
> O=C(Nc1ccc(NC(=O)c2ccccc2Br)cc1)c1ccccc1
    0.4 | i
> O=c1[nH][nH]c(-c2ccccc2)c1C=Nc1ccc(F)cc1F
    0.54 | i
> O=c1[nH]nc(-c2ccc(F)cc2)cc1Cc1ccccn1
    0.13 | i
> O=C(O)c1ccccc1NCN1C(=O)C2CC=C(Cl)CC2C1=O (stereo unspecified)
    -0.81 | i
> COc1cccc(-c2nn(-c3ccc(C)cc3)cc2C(=O)NCC(c2cccs2)N2CCOCC2)c1 (stereo unspecified)
    -2.49 | -6.92*

Of the compounds above, these have an aryl thioether with sulfur outside any ring.
Order of values: Kir21 inh | KCNQ2 block
> CCOC(=O)C(Sc1n[nH]c(N)n1)c1ccccc1 (stereo unspecified)
    0.43 | i
> CCn1c(=O)cc(SCC(=O)Nc2ccc(C)cn2)c2ccccc21
    -1.4 | i

More structures follow.
Order of values: Kir21 inh | KCNQ2 block
> CCOC(=O)C(C)Sc1nnc2c3ccccc3n(C)c2n1 (stereo unspecified)
    1.69 | i
> Cc1cc(C)cc(NC(=S)N2CCN(CCO)CC2)c1
    1.19 | i
> CCC(=O)NNc1ncnc2ccccc12
    0.76 | i
> COCCCNc1nc2c(c(=O)n(Cc3ccc(F)cc3)c(=O)n2C)n1C
    0.4 | i
> COc1ccccc1NC(=O)c1sc(Cl)nc1C
    0.55 | i
> COc1ccc(C2C(C#N)=C(N)OC3=C2C(=O)CC(C)(C)C3)cc1Cn1nc(C)c([N+](=O)[O-])c1C (stereo unspecified)
    0.13 | i
> Cc1ccc(C)c(OCc2cc(C(=O)N(C)Cc3nccn3C)no2)c1
    1.62 | i
> COc1ccc(/C=C/C(=O)O/N=C(\N)c2cccnc2)cc1OC
    0.39 | i
> CN(C)/C=C/c1c(C#N)c(=O)ncn1Cc1ccccc1
    0.89 | i
> CCC(C)(C)C1CCc2nc3ccccc3c(C(=O)OC(C)C(=O)Nc3c(C)n(C)n(-c4ccccc4)c3=O)c2C1 (stereo unspecified)
    0.61 | i
> CCOC(=O)c1c(C)n(C)c2ccc(O)c(CN3CCN(C)CC3)c12
    -0.52 | i
> COc1ccccc1C(C#N)N1N=C(C)CC1(C)C (stereo unspecified)
    0.86 | i
> COc1ccc(S(=O)(=O)N2CCN(C(c3ccccc3)c3ccccc3)CC2)cc1NC(C)=O
    0.01 | i
> COc1ccc(NC(C)C(=O)N/N=C/c2cc(Br)ccc2OC)cc1 (stereo unspecified)
    -0.9 | i
> COc1cc(/C=N/NC(N)=S)ccc1OCc1ccc(C)cc1
    -2.3 | i
> COC(=O)Cc1cc(=O)n2[nH]c(C(F)(F)F)nc2n1
    0.31 | i
> Cc1ccc(CNC(=O)CCNS(=O)(=O)c2ccc3c(c2)c(=O)n(C)c(=O)n3C)cc1
    0 | i
> COc1ccccc1C1=NC(c2ccc(C)cc2)N=C1C (stereo unspecified)
    1.3 | i
> Cc1c(NC(=O)c2c(F)c(F)c(F)c(F)c2F)c(=O)n(-c2ccccc2)n1C
    -1.53 | i
> O=C(NCCC1CCCCN1S(=O)(=O)c1ccccc1)C(=O)NCc1ccccn1 (stereo unspecified)
    0.68 | i
> Cc1cc(NC(=O)Cn2nc([N+](=O)[O-])c(Br)c2C)no1
    -1.39 | i
> Cc1cc(NC(=O)CCC(=O)N(CC(=O)NCC2CCCO2)c2ccc(F)c(Cl)c2)no1 (stereo unspecified)
    -0.47 | i
> CC1SCC(NC(=O)c2cccc(Cl)c2)CS1 (stereo unspecified)
    -0.16 | i
> O=C(CSc1nnc(-c2ccccc2O)o1)N1CCOCC1
    -2.3 | i
> O=C(NN1C(=O)C2C(C1=O)C1C=CC2C12CC2)c1ccccc1 (stereo unspecified)
    -0.56 | i
> CC(=O)/C=C/n1c(=S)oc2ccccc21
    -0.33 | i
> COC(=O)C1=C(C)Nc2c(c(=O)n(C)c(=O)n2C)C1c1cccs1 (stereo unspecified)
    -1.45 | i
> CC(=O)c1c(C(C)=O)c(C)n(NC(=O)c2cccnc2)c1C
    -0.01 | i
> CC(C)N1C2OC(C3OC4C(O3)N(C(C)C)S(=O)(=O)N4C(C)C)OC2N(C(C)C)S1(=O)=O (stereo unspecified)
    1.52 | i
> CC1Cc2ccccc2N1C(=O)COc1ccc2c(c1)OCO2 (stereo unspecified)
    0.03 | i

Next compounds follow.
| compound | Kir21 inh | KCNQ2 block |
| --- | --- | --- |
| CC(=O)N(c1ccccc1)C(C)c1nc(C#N)c(C#N)nc1C (stereo unspecified) | -1.69 | i |
| O=C(CCCc1ccccc1)Nc1ccnn1C1CCN(Cc2ccc(CO)o2)CC1 | -1.88 | i |
| Cc1ccccc1/C=C/c1nc2ccccc2c(=O)n1Cc1ccccc1 | 0.09 | i |
| CCCOc1ccc(/C=C2\SC(N)=NC2=O)cc1OC | -0.4 | i |
| COc1ccccc1Nc1nc(-c2sc(NC(=O)c3ccco3)nc2C)cs1 | -0.01 | i |
| Cc1cccc(C(=O)NC2CCN(C(=O)N3CCOCC3)CC2)c1 | 1.38 | i |
| Nc1nc(NCCO)nc(NC2CCCCC2)c1[N+](=O)[O-] | 0.64 | i |
| Cc1nc2sc(C)c(C)c2c(=O)[nH]1 | 0.8 | i |
| COC(=O)C1=C(C)N(CCCC(=O)O)C(=O)NC1c1ccc(Br)cc1 (stereo unspecified) | 1.76 | i |
| O=C(O)c1ccc(N/N=C/C2=C(N3CCOCC3)C(=C\c3ccccc3)/CC2)cc1 | -2.48 | i |
| CCCCNC(=O)C1CCN(S(=O)(=O)c2c(C)noc2/C=C\c2ccc(OC)cc2)CC1 | 0.62 | i |
| CCN(CC)c1ccc2cc(C(=O)NNC(=O)c3ccc(S(=O)(=O)N4CCCCC4)cc3)c(=O)oc2c1 | -3.19 | i |
| CCOc1ccc(OCC)c(N=c2oc3c(C)ncc(CO)c3cc2C(N)=O)c1 | 1.87 | i |
| Cc1cccc(C(=O)NNC(=O)/C=C/C(=O)O)c1 | 0.7 | i |
| O=C(NNC(=O)c1ccc([N+](=O)[O-])cc1)c1ccc(Br)cc1 | 1.49 | i |
| CC(=O)N1CCC(C(=O)N2CCN(S(=O)(=O)c3ccc(Cl)s3)CC2)CC1 | 0.54 | i |
| CC(=O)Nc1cn(-c2ccccc2)nc1-c1ccccc1 | 2.21 | i |
| Nn1cc(-c2ccccc2)nc1SCC(=O)NC1CCS(=O)(=O)C1 (stereo unspecified) | 1.05 | i |
| CC(=O)c1cnc2c(-c3ccccc3)c(-c3ccccc3)nn2c1C | -0.59 | i |
| NC(=O)C1CCCN(C(=O)c2ccc3oc(Cc4ccc(Cl)cc4)nc3c2)C1 (stereo unspecified) | -0.23 | i |
| CCc1nc2ccccc2c(C(=O)OCC(=O)Nc2cccc(S(=O)(=O)N3CCOCC3)c2)c1C | 0.9 | i |
| CC(=O)Nc1cccc(NC(=O)Nc2ccc(C)c(Cl)c2)c1 | 2.01 | i |
| Cc1cccc(Nc2ccccc2)c1 | 0.93 | i |
| Cc1ccc(N2C(=O)CSCC2=O)cc1 | -0.11 | i |
| CS(=O)(=O)N(CC(=O)NCc1ccc2c(c1)OCO2)c1ccc(Cl)cc1 | -1.05 | i |
| Cc1ccnc(NS(=O)(=O)c2ccc(NC(=O)c3ccc(S(=O)(=O)N4CCOCC4)cc3)cc2)n1 | 0.6 | i |
| Cc1cc[n+](-c2[nH]c(=O)sc2/C=N/N=C(\[O-])c2ccccc2)cc1C | -7.03 | i |
| CCN1CCN(c2ccc(NC(=O)c3cccc4ncccc34)cc2)CC1 | 0.03 | i |
| COc1ccc(C2C(C(=O)OCC(=O)Nc3ccc(C)cc3)CCC(=O)N2c2ccc(OC)cc2)cc1 (stereo unspecified) | 0.26 | i |
| CC1SC(c2ccc(F)cc2)NC1=O (stereo unspecified) | 1.48 | i |
| Cc1nn(C)cc1S(=O)(=O)N1CCN(c2ccccc2F)CC1 | 0 | i |

High-throughput results from PubChem BioAssay.
